Screening data from PubChem.
RXFP1 antag: blocks the human relaxin receptor RXFP1; Q9HBX9; HEK293-RXFP1, relaxin-stimulated cAMP HTRF, 30 min; stronger effect = lower value; activity change, negative = inhibition, % at 57.5 µM; hit rate 0.59% among 350,000; AID 1259400;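 active = activity change of -60% or lower, but not beyond a set lower limit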; note: % is set by controls: 0 for no effect and ±100 for the full control effect
Target sequence (Q9HBX9 whole entry, looked up): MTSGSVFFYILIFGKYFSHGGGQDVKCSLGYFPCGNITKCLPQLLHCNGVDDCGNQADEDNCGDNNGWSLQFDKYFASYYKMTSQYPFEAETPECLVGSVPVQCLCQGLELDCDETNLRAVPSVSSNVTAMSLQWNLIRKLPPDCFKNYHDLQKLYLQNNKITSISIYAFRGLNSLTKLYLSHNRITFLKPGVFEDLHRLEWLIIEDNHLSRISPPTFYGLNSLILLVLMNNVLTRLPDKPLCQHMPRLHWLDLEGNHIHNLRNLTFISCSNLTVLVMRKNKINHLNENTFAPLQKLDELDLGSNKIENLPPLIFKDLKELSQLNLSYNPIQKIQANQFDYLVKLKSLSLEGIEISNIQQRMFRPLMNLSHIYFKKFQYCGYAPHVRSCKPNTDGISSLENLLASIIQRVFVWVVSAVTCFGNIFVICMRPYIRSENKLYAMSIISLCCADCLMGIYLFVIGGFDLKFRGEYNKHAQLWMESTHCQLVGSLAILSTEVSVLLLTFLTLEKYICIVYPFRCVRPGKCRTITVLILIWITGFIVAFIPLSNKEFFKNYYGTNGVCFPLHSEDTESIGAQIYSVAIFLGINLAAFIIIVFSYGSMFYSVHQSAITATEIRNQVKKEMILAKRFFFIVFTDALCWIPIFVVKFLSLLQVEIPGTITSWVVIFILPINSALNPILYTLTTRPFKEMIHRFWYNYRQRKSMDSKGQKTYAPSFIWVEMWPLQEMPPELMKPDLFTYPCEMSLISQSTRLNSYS
TRHR PAM: allosteric enhancers of human TRH receptor; enhancement, % at 2 µM; P34981; hit rate 0.66% among 360,000; TRHR cells, fluo-8 calcium fluorescence, EC20 TRH enhancement; in the data active = enhancement above about 30%; note: 0% is about no effect
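TRHR-expressing cells loaded with fluo-8 calcium dye were read kinetically (ex 480/em 530) during compound addition, then stimulated with an EC20 of TRH (10 nM final). Enhancement of the Gq-mediated intracellular calcium response was scored.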
D1 potentiator: enhances dopamine response at the human D1 receptor; HEK293 TREx D1 cells, calcium flux, dopamine EC20 potentiation; potentiation, % at 10 µM; hit rate 0.036% among 360,000; AID 504651; in the data active = potentiation above about 30%; note: 0% is about no effect
D2 agonist: activates the human D2 dopamine receptor | HEK293 T-REx D2 cells, calcium flux agonist mode | activation, % at 2 µM | hit rate 0.53% among 340,000;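 active = activation over 3 SD above normal in the single-dose calcium agonist read, cut at about 30% in these data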; note: 0% is about no effect
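Tetracycline-induced HEK293 T-REx cells with force-coupled D2 receptor, plated overnight at 30 C, loaded with no-wash calcium dye. After a 10 s baseline, compound was pin-added and calcium flux read kinetically for 180 s; calcium rises flagged agonists.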
D1 ag: agonists of human D1 dopamine receptor. AID 504660. activation, % at 2 µM. HEK293 T-REx D1 cells, calcium flux, agonist mode. hit rate 1% among 360,000; in the data active = activation above about 30%; note: 0% is about no effect
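Agonism was scored from calcium flux recorded over 180 s (1 read/s) after pintool compound addition, following a 10-cycle baseline. Cells were inducible force-coupled HEK293 TREx D1, plated overnight at 30 C and loaded with no-wash calcium dye.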
D1 antagonist: blocks dopamine activation of the human D1 receptor; HEK293 TREx D1 cells, calcium flux, dopamine EC80; stronger effect = lower value; activity change, negative = inhibition, % at 10 µM; hit rate 3.2% among 360,000; AID 504652; in the data active = activity change below about -30%; note: % is set by controls: 0 for no effect and ±100 for the full control effect
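Kinetic fluorescence of a calcium dye serves as the read-out. D1-expressing Hek293 Trex cells, induced overnight at 30 C, are exposed to compound for 180 s before an EC80 dopamine addition, then read 180 s further.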
D2 antag: D2 dopamine receptor (human) antagonism. P14416. HEK293 TREx D2 cells, calcium flux, dopamine EC80. inhibition, % at 10 µM. hit rate 2% among 340,000; in the data active = inhibition above about 30%; note: 0% is about no effect
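Antagonism is scored as inhibition of an EC80 dopamine-evoked calcium signal in a force-coupled, tetracycline-inducible HEK293 T-REx D2 line, with compound present 180 s before agonist.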
RXFP1 ag: agonists of human relaxin receptor RXFP1; AID 2676; Potency, µM (top dose mostly 57.5 µM), for the others: at the highest dose activation, hits mostly activators; hit rate 0.3% among 370,000; HEK293T-RXFP1 cAMP TR-FRET, 30 min; response scale: percent of porcine relaxin response, buffer zero; active = well fitted activation curve with a large enough effect; note: potency is the fitted concentration of half-maximal effect; % is set by controls: 0 for no effect and ±100 for the full control effect; nearly all actives have a fitted effect of over 60% in size; many of its hits are not listed in these tables
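Agonist response is measured as cAMP accumulation in an RXFP1-transfected HEK293T line under PDE4 inhibition. Values are scaled between buffer-only and 29 nM porcine relaxin, and EC50s come from standard Hill equation fits.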
D2 PAM: positively modulates the human D2 dopamine receptor allosterically. P14416. HEK293 T-REx D2, calcium flux, EC20 dopamine potentiation. potentiation, % at 10 µM. hit rate 0.34% among 340,000. AID 485347;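 active = potentiation over 3 SD above the plate norm, cut at about 30% in these data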; note: 0% is about no effect
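Tetracycline-induced Hek293 Trex D2 cells, force-coupled to calcium, loaded with no-wash calcium dye. Compound added with 180 s kinetic read for agonism, then EC20 dopamine and a further 180 s read for potentiation.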
The depositor's hits bear a star. Not all compounds are listed. The share of hits here may be higher or lower than overall.

The first 2 compounds (preview)
`O=C(Nc1ccc2c(c1)OCO2)c1cc2n(n1)C(C(F)(F)F)CC(c1ccccc1)N2` (configuration not stated) gave RXFP1 antag -1.2, TRHR PAM -5.9, D1 potentiator -4.7, D2 agonist -0.1, D1 ag 2.7, D1 antagonist -2.4, D2 antag 3.7, RXFP1 ag 2.0% and D2 PAM 1.6.
COc1ccc(NC(=S)Nc2ccc(S(N)(=O)=O)cc2)c(C)c1 was read as RXFP1 antag 12.1, TRHR PAM -8.9, D1 potentiator -1.8, D2 agonist 1.5, D1 ag 2.9, D1 antagonist -2.7, D2 antag -14.2, RXFP1 ag -8.2% and D2 PAM -13.5.

The whole of this part, from the first entry:
`O=C(Nc1ccc2c(c1)OCO2)c1cc2n(n1)C(C(F)(F)F)CC(c1ccccc1)N2` (configuration not stated) gave RXFP1 antag -1.2, TRHR PAM -5.9, D1 potentiator -4.7, D2 agonist -0.1, D1 ag 2.7, D1 antagonist -2.4, D2 antag 3.7, RXFP1 ag 2.0% and D2 PAM 1.6.
COc1ccc(NC(=S)Nc2ccc(S(N)(=O)=O)cc2)c(C)c1 was read as RXFP1 antag 12.1, TRHR PAM -8.9, D1 potentiator -1.8, D2 agonist 1.5, D1 ag 2.9, D1 antagonist -2.7, D2 antag -14.2, RXFP1 ag -8.2% and D2 PAM -13.5.
Screening O=c1cc(CS(=O)(=O)c2ccccc2)nc(-c2ccncc2)[nH]1 returned RXFP1 antag -8.4, TRHR PAM -2.1, D1 potentiator -2.6, D2 agonist 1.7, D1 ag -1.6, D1 antagonist -4.8, D2 antag 6.9, RXFP1 ag 1.5% and D2 PAM 0.7.
Screening Cc1cccc(-n2nc(C)c(C(=O)N3CCN(c4ccccc4)CC3)c2-n2cccc2)c1 returned RXFP1 antag -7.4, TRHR PAM -5.3, D1 potentiator 0.1, D2 agonist -0.5, D1 ag 0.9, D1 antagonist 27.0, RXFP1 ag 15.1% and D2 PAM -4.5.
CC(=O)Nc1ccc(S(=O)(=O)Nc2ccc(S(=O)(=O)N3CCCCCC3)cc2)cc1 was read as RXFP1 antag 3.8, TRHR PAM -0.6, D1 potentiator 2.0, D2 agonist 0.7, D1 ag 1.3, D1 antagonist -14.6, D2 antag 0.2, RXFP1 ag -0.5% and D2 PAM -0.1.
`Cc1ccc(S(=O)(=O)N2CCC(C(=O)NNS(=O)(=O)c3ccc(Cl)cc3)CC2)cc1` gave RXFP1 antag -15.1, TRHR PAM 8.6, D1 potentiator -3.8, D2 agonist 0.0, D1 ag 1.5, D1 antagonist 6.9, D2 antag -9.6, RXFP1 ag 1.8% and D2 PAM 0.2.
CC(C)CNC(=O)COC(=O)CCC(=O)c1ccc(F)cc1 was read as RXFP1 antag 2.9, TRHR PAM 1.8, D1 potentiator -6.0, D2 agonist -0.3, D1 ag 3.2, D1 antagonist -7.4, D2 antag -5.6, RXFP1 ag -1.4% and D2 PAM -4.1.
`COC(=O)c1ccccc1NC(=O)COC(=O)c1ccccc1N=Nc1ccc(N(C)C)cc1` gave RXFP1 antag 14.8, TRHR PAM 5.6, D1 potentiator -0.5, D2 agonist 0.3, D1 ag 0.5, D1 antagonist -11.9, D2 antag 4.0, RXFP1 ag 0.3% and D2 PAM -3.9.
`c1ccc(-c2ccccc2OCCN2CCOCC2)cc1` gave RXFP1 antag -4.5, TRHR PAM 6.9, D1 potentiator 0.1, D1 ag -0.8, D1 antagonist 11.9 and RXFP1 ag 3.9%.
For CC(C)(C)c1ccc(S(=O)(=O)Nc2ccc(Cc3ccncc3)cc2)cc1 the results were TRHR PAM 5.2, D1 potentiator -1.1, D2 agonist 14.7, D1 ag 26.6, D1 antagonist -20.4, D2 antag 13.3, RXFP1 ag 0.0% and D2 PAM 5.4.
Screening COc1ccc(C(=O)OCC(=O)NC(C)CCc2ccccc2)cc1OC (configuration not stated) returned RXFP1 antag -7.8, TRHR PAM 8.5, D1 potentiator -2.5, D2 agonist -1.3, D1 ag 2.4, D1 antagonist 3.9, D2 antag -22.4, RXFP1 ag 0.0% and D2 PAM 1.0.
`CS(=O)(=O)c1ccccc1-c1nnc(NC(=O)COc2ccc(Cl)cc2)o1` gave RXFP1 antag -8.3, TRHR PAM -4.5, D1 potentiator -2.9, D1 ag 6.6, D1 antagonist 3.4 and RXFP1 ag -0.3%.
`CCN(CC(=O)NCc1ccc(Cl)cc1)C(=O)CN1C(=O)NC(CC)(c2ccccc2)C1=O` (configuration not stated) gave RXFP1 antag -14.9, TRHR PAM -0.5, D1 potentiator 12.2, D2 agonist 0.5, D1 ag 6.9, D1 antagonist -6.1, D2 antag -8.0, RXFP1 ag 0.4% and D2 PAM 12.6.
Screening CC1=C(C(=O)OCC2CCCO2)C(c2ccc(C)cc2)C2=C(CC(C)(C)CC2=O)N1 (configuration not stated) returned RXFP1 antag 0.4, TRHR PAM -11.1, D1 potentiator 6.5, D2 agonist -0.4, D1 ag 5.9, D1 antagonist 20.8, D2 antag -1.7, RXFP1 ag -2.0% and D2 PAM 1.2.
For Oc1ccc(CNc2cccc(F)c2F)c2cccnc12 the results were TRHR PAM 0.4, D1 potentiator 4.9, D1 ag 4.6, D1 antagonist -16.4 and RXFP1 ag 1.4%.
`CCCN1CNC(=S)N(c2ccccc2C)C1` gave RXFP1 antag -13.2, TRHR PAM 2.2, D1 potentiator 4.5, D2 agonist -0.7, D1 ag 3.3, D1 antagonist 9.2, D2 antag 0.7 and RXFP1 ag 0.5%.
Screening CC(=O)c1ccc(S(=O)(=O)N(C)CCCC(=O)NCc2ccc3c(c2)OCO3)cc1 returned RXFP1 antag -15.4, TRHR PAM -2.5, D1 potentiator -5.1, D2 agonist -2.4, D1 ag 10.9, D1 antagonist 7.0, D2 antag -27.9, RXFP1 ag -0.1% and D2 PAM 3.2.
CC(NC(=S)Nc1ccc(OC(F)F)cc1OC(F)F)C(C)(C)C (configuration not stated) was read as RXFP1 antag -0.6, TRHR PAM -11.3, D1 potentiator -2.0, D2 agonist -1.2, D1 ag 12.5, D1 antagonist -24.5, D2 antag 13.8, RXFP1 ag -1.0% and D2 PAM -9.0.
O=C(N/N=C/C=C/c1ccco1)c1cccnc1 was read as RXFP1 antag 11.7, TRHR PAM -2.6, D1 potentiator -6.9, D2 agonist -0.1, D1 ag 4.0, D1 antagonist 17.5, D2 antag -30.6, RXFP1 ag -3.9% and D2 PAM -5.9.
O=C(Nc1ccccc1O)C(c1ccccc1)c1ccccc1 was read as RXFP1 antag 1.6, TRHR PAM -6.6, D1 potentiator -6.8, D2 agonist -0.4, D1 ag 4.6, D1 antagonist -2.6, D2 antag 3.1, RXFP1 ag 0.0% and D2 PAM 2.4.
Cc1nc2scc(C)n2c(=O)c1S(=O)(=O)Nc1ccc(OC(F)(F)F)cc1 was read as RXFP1 antag 4.1, TRHR PAM 12.1, D1 potentiator -2.4, D2 agonist 0.2, D1 ag 15.3, D1 antagonist 2.4, D2 antag -8.0, RXFP1 ag 0.5% and D2 PAM 9.5.
`CCc1ccc[n+](-c2[nH]c(=O)sc2/C=N/N=C(\[O-])c2cccnc2)c1` gave RXFP1 antag -8.4, TRHR PAM 1.2, D1 potentiator -5.0, D1 ag 3.9, D1 antagonist 11.5 and RXFP1 ag 3.0%.
`COc1ccccc1N1CCN(/N=C\c2ccc(C)o2)CC1` gave RXFP1 antag 9.5, TRHR PAM 4.4, D1 potentiator -3.2, D2 agonist 0.0, D1 ag 0.5, D1 antagonist -2.5, D2 antag -11.0, RXFP1 ag -0.1% and D2 PAM 11.1.
CC(C)(C)c1ccc(N2C(=O)CC(C/C=C/c3ccccc3)C2=O)cc1 (configuration not stated) was read as RXFP1 antag -7.0, TRHR PAM -0.4, D1 potentiator 4.2, D2 agonist -0.4, D1 ag 2.2, D1 antagonist -2.5, D2 antag 4.0, RXFP1 ag -1.3% and D2 PAM -0.9.
`O=C(NC(=S)NCC1CCCO1)c1ccc(Br)o1` (configuration not stated) gave RXFP1 antag -1.2, TRHR PAM -7.8, D1 potentiator -1.9, D2 agonist -0.4, D1 ag -0.4, D1 antagonist -3.4, D2 antag -4.4, RXFP1 ag 0.1% and D2 PAM -3.0.
Screening CCOC(=O)C1CCN(C(=O)CNC(=O)c2nn(-c3ccc(OC)cc3)c(=O)c3ccccc23)CC1 returned RXFP1 antag 2.4, TRHR PAM -0.7, D1 potentiator -7.3, D2 agonist -2.4, D1 ag 0.6, D1 antagonist -14.1, D2 antag -5.2, RXFP1 ag 2.0% and D2 PAM 9.1.
Screening CCOC(=O)c1nn(-c2sc(C(=O)OC)c(C)c2C(=O)OC)cc1O returned RXFP1 antag -15.0, TRHR PAM 1.6, D1 potentiator 3.5, D2 agonist -2.0, D1 ag 8.4, D1 antagonist -25.9, D2 antag -7.5, RXFP1 ag -2.9% and D2 PAM 5.3.
`COc1ccc(CNC(=O)C(CC(C)C)NC(=O)c2ccccc2C)cc1` (configuration not stated) gave RXFP1 antag -2.2, TRHR PAM -9.7, D1 potentiator -1.0, D2 agonist 3.3, D1 ag 1.6, D1 antagonist -0.3, D2 antag 3.6, RXFP1 ag -1.3% and D2 PAM -8.3.
CCc1nn(CC(=O)NCCCN2CCN(C)CC2)c(=O)c2cc3sc(C)cc3n12 was read as RXFP1 antag 10.3, TRHR PAM -3.6, D1 potentiator -1.0, D2 agonist 1.4, D1 ag 0.1, D1 antagonist 3.1, D2 antag 3.4, RXFP1 ag -0.1% and D2 PAM 1.5.
For CCc1ccc(NC(=O)NNC(=O)CCc2ccccc2)cc1 the results were RXFP1 antag 0.0, TRHR PAM 1.2, D1 potentiator -4.8, D2 agonist -0.2, D1 ag 1.5, D1 antagonist -60.6*, D2 antag -5.3, RXFP1 ag 3.3% and D2 PAM 6.5.
Screening COc1ccccc1OCCn1c(NC(=O)c2ccc(Cl)cc2)nc2ccccc21 returned RXFP1 antag -9.5, TRHR PAM 0.1, D1 potentiator -3.8, D2 agonist -0.4, D1 ag -0.5, D1 antagonist -6.8, RXFP1 ag 4.5% and D2 PAM -10.3.
`CCOc1ccc(OCC)c(NC(=O)Nc2ccc3c(c2)N(C)C(=O)CS3)c1` gave TRHR PAM 7.4, D1 potentiator -8.1, D2 agonist -0.5, D1 ag 3.3, D1 antagonist 11.6, D2 antag 64.2*, RXFP1 ag 0.8% and D2 PAM -19.7.
For CN(C(=O)/C=C/c1ccco1)c1ccccc1C(=O)O the results were RXFP1 antag 3.3, TRHR PAM 1.7, D1 potentiator -1.6, D2 agonist -0.1, D1 ag 0.9, D1 antagonist 13.4, D2 antag -7.0, RXFP1 ag 0.2% and D2 PAM 6.6.
Screening COc1cccc(CNC(=O)c2c(C)nn(-c3ccccc3)c2C)c1 returned RXFP1 antag 11.7, TRHR PAM -0.9, D1 potentiator 4.7, D2 agonist -0.2, D1 ag -0.9, D1 antagonist 0.3, D2 antag -7.4, RXFP1 ag -1.2% and D2 PAM 21.7.
For CN(C)CCNC(=O)c1cccc(S(=O)(=O)Nc2ccc(F)cc2)c1 the results were RXFP1 antag -8.7, TRHR PAM -3.6, D1 potentiator 0.0, D2 agonist -0.6, D1 ag 3.3, D1 antagonist 7.3, D2 antag 27.2, RXFP1 ag -0.1% and D2 PAM -10.1.
